core dimer inh: inhibitors of HCV core protein dimerization, primary screen, biochemical, TR-FRET, high-throughput. TR-FRET GST/Flag-core106 dimerization, 1536-well. inhibition, % at 5 µM. 300,000 tested, 0.33% active;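 active means inhibition above the mean of all tested compounds plus 3 SD, set per screening campaign, cut at about 45% in these data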
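System: GST/Flag-tagged HCV core106 proteins. Incubation: compound-protein-antibody incubation 4 h at 22.5 °C. Technique: HTRF with 340 nm excitation, 617/671 nm emission. Medium: KF-containing HEPES buffer, pH 7.45, DTT, CHAPS, BSA. Read-out: inhibition (%) from 671 over 617 nm ratio. Also added: Eu(K)-anti-GST 90 ng/mL plus XL665-anti-Flag 1 µg/mL.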
PP5 primary: PP5 phosphatase inhibitors, primary screen, biochemical, fluorescence; inhibition, % at 6.7 µM; Serine/threonine-protein phosphatase 5 (Homo sapiens), P53041; 320,000 tested, 0.18% active; AID 1987, 2009; purified PP5c, OMFP substrate fluorescence;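 active means inhibition above the campaign's mean inhibition across all tested compounds plus 3 SD, cut at about 9.5% in these data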;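 further: 0% = DMSO only and 100% = 100 µM cantharidin control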
Target sequence (P53041 whole entry, looked up): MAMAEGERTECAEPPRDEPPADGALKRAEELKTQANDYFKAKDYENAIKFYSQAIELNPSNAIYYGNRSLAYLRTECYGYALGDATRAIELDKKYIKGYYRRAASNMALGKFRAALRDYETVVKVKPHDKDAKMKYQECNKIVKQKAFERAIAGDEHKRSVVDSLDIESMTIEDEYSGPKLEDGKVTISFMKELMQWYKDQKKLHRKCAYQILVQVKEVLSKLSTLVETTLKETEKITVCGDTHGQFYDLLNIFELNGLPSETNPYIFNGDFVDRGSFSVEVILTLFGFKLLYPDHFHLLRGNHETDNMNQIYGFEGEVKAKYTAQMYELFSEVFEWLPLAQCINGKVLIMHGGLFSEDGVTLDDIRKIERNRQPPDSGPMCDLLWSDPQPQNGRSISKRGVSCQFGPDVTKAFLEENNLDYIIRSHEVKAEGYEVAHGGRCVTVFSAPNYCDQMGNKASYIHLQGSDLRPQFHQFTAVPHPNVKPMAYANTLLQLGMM
CTSL1 counter: Fasciola hepatica cathepsin L1 inhibitors, primary screen, counter-screen for PFM18AAP inhibitor project, biochemical, QFRET, fluorogenic peptide substrate. inhibition, % at 5.96 µM. 300,000 tested, 0.49% active. recombinant F. hepatica cathepsin L1, Z-Leu-Arg-MCA fluorescence;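 active means inhibition above the mean of all tested compounds plus 3 SD, set per screening campaign, cut at about 17% in these data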;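 further: 0% = plate median of test compound wells and 100% = 1 µM Z-Phe-Ala-diazomethylketone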
PP1 inh: PP1-alpha phosphatase inhibitors, primary screen, counter-screen for PP5 inhibitor project, biochemical, fluorescence, OMFP substrate, single point. Serine/threonine-protein phosphatase PP1-alpha catalytic subunit (Homo sapiens), P62136. inhibition, % at 6.7 µM. 320,000 tested, 0.9% active. purified PP1alpha. AID 2235, 2010;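 active means inhibition above the mean inhibition of all tested compounds plus 3 SD, computed separately for each screening campaign, cut at about 15% in these data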
Target sequence (P62136 whole entry, looked up): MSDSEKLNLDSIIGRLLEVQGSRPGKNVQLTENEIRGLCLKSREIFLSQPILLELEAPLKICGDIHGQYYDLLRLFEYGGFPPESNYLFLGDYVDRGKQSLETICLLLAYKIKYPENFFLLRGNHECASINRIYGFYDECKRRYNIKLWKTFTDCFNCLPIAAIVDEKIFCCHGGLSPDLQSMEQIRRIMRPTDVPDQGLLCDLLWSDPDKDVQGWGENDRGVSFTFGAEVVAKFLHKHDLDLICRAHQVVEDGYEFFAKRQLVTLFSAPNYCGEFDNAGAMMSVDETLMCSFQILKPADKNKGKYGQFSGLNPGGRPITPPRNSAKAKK
PREPL inhibitor: PREPL enzyme inhibitors, primary screen, biochemical, fluorescence polarization | Prolyl endopeptidase-like (Homo sapiens), Q4J6C6 | recombinant PREPL, fluorescence polarization activity-based probe | inhibition, % at 5.96 µM | 320,000 tested, 0.68% active; in the data active means inhibition above about 43%;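 further: 0% = enzyme with DMSO and 100% = wells lacking enzyme; many of its hits are not listed in these tables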
EBNA-1 inhibitor: EBNA-1 DNA-binding inhibitors, primary screen, biochemical, fluorescence polarization; AID 1950, 2009; inhibition, % at 14.8 µM; 300,000 tested, 0.34% active; in the data active means inhibition above about 28%
ZTA counter: counter-screen for EBNA-1 inhibitors: inhibitors of Epstein-Barr virus ZTA; P03206; ZTA-DNA binding, fluorescence polarization; inhibition, % at 11 µM; 320,000 tested, 0.15% active; in the data active means inhibition above about 33%
Target sequence (P03206 whole entry, looked up): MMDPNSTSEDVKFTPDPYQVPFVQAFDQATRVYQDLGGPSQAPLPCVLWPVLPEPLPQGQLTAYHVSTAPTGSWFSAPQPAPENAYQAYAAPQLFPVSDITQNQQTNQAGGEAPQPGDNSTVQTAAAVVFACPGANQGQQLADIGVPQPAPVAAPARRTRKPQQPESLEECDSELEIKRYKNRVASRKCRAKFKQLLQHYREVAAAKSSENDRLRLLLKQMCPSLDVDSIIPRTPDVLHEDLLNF
Efflux pump inh: inhibitors of Candida efflux pumps in yeast, primary screen, S. cerevisiae, Nile Red, multiplex; S. cerevisiae Candida pump triplex; inhibition, % at 10 µM; 330,000 tested, 0.44% active;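 active means plate passing quality check with inhibition over a set limit, or well fluorescence over plate mean plus 4 SD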;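 further: Nile Red retained in pooled yeast measured as flow cytometry median fluorescence; 0% = buffer negative control and 100% = Enniatin B positive control; higher means more Nile Red kept so more efflux inhibition; some compounds called inactive have numbers as strong as hits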
TPT1 inhibitor: Candida albicans TPT1 enzyme inhibitors, primary screen, biochemical, fluorescence polarization. tRNA 2'-phosphotransferase TPT1 (Candida albicans SC5314). recombinant caTPT1, FP RNA substrate dephosphorylation. inhibition, % at 5 µM. 300,000 tested, 0.81% active. AID 1962, 2009;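 active means inhibition above the mean of all tested compounds plus 3 SD, set per screening campaign, cut at about 24% in these data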;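 further: plate controls were DMSO alone for no effect and ferristatin control at 100 nM for full effect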
Active calls of the source: *; x = no result given.

SMILES	core dimer inh	PP5 primary	CTSL1 counter	PP1 inh	PREPL inhibitor	EBNA-1 inhibitor	ZTA counter	Efflux pump inh	TPT1 inhibitor
CCn1cc(S(=O)(=O)N2CCN(Cc3cccc(Cl)c3)CC2)cn1	3	2.0	2	-5	5	-10	-7	0.8	4
CN1C2CCC1CC(NC(=O)CSCc1ccc(Cl)cc1Cl)C2 (stereo not drawn)	1	-1.6	-2	-1	24	8	13	-0.1	2
COc1cccc(C2Nc3cccc4cccc(c34)N2)c1	-16	3.0	-6	4	14	-7	-15	0.0	-2
CCOc1ccc(C(=O)CCC(=O)NCC(=O)Nc2c(C)cccc2C)cc1	x	1.3	x	1	6	x	5	0.2	x
Fc1ccc(/C=N/Nc2ncnc3nc[nH]c23)cc1F	0	-2.2	-1	-1	-10	2	14	-0.3	0
CN1CCN(C(=O)c2ccc(N(Cc3ccccc3Cl)S(C)(=O)=O)cc2)CC1	-8	0.3	-2	-2	1	9	9	0.0	-7
O=C(c1ccc(=O)oc1)N1CCN(C(c2ccccc2)c2ccccc2)CC1	6	-2.2	-2	3	6	17	1	-0.1	5
CCCCC(=O)Nc1cccc(NC(=O)c2ccccc2Br)c1	-2	-1.5	-1	-1	-9	1	-10	-0.2	-2
CCCN(CCC)CCCNC(=O)C1c2cc(OC)c(OC)cc2C(=O)N(C)C1c1cccnc1 (stereo not drawn)	-1	-0.7	-1	-4	4	-18	-7	0.5	1
Cc1ccccc1C(=O)NNC(=O)C1CC(=O)N(c2ccc3c(c2)OCCO3)C1 (stereo not drawn)	x	-3.5	x	1	0	x	-2	-0.1	x

Continued, overlapping the part above by six compounds.
SMILES	core dimer inh	PP5 primary	CTSL1 counter	PP1 inh	PREPL inhibitor	EBNA-1 inhibitor	ZTA counter	Efflux pump inh	TPT1 inhibitor
Fc1ccc(/C=N/Nc2ncnc3nc[nH]c23)cc1F	0	-2.2	-1	-1	-10	2	14	-0.3	0
CN1CCN(C(=O)c2ccc(N(Cc3ccccc3Cl)S(C)(=O)=O)cc2)CC1	-8	0.3	-2	-2	1	9	9	0.0	-7
O=C(c1ccc(=O)oc1)N1CCN(C(c2ccccc2)c2ccccc2)CC1	6	-2.2	-2	3	6	17	1	-0.1	5
CCCCC(=O)Nc1cccc(NC(=O)c2ccccc2Br)c1	-2	-1.5	-1	-1	-9	1	-10	-0.2	-2
CCCN(CCC)CCCNC(=O)C1c2cc(OC)c(OC)cc2C(=O)N(C)C1c1cccnc1 (stereo not drawn)	-1	-0.7	-1	-4	4	-18	-7	0.5	1
Cc1ccccc1C(=O)NNC(=O)C1CC(=O)N(c2ccc3c(c2)OCCO3)C1 (stereo not drawn)	x	-3.5	x	1	0	x	-2	-0.1	x
O=C(Nc1ccc(N2CCN(C(=O)c3cccs3)CC2)c(Cl)c1)c1ccco1	-1	6.0	-5	-9	19	-2	8	0.1	2
O=[N+]([O-])c1ccc(OCC(O)CN(C2CCCCC2)C2CCCCC2)cc1 (stereo not drawn)	-5	0.7	2	-1	29	-11	-1	0.5	-3
Cc1ccc(-c2cc(C(=O)NN=C3CCCC3)c3ccccc3n2)cc1	10	2.0	1	1	-16	-8	-1	-0.1	0
Cc1nnc(NC(=O)C2CCN(C(=O)c3ccco3)CC2)s1	-3	-0.8	10	4	11	-9	-13	-0.4	-7
CCOC(=O)N1CCN(S(=O)(=O)CCNC(=O)c2ccc(OC)cc2)CC1	-3	-0.1	-7	-2	-2	8	-9	-0.1	1
CSc1ccc(NC(=O)N2CC(C)OC(C)C2)cc1 (stereo not drawn)	-10	-1.3	1	-1	4	4	-9	0.0	-7
Cc1cccc(C(=O)NC2CCN(CC(=O)Nc3ccccc3Cl)CC2)c1	1	2.5	4	-1	16	-4	-1	-0.1	0
Cc1nnc(N/N=C/c2ccc(O)c([N+](=O)[O-])c2)[nH]c1=O	-14	4.0	5	-2	-8	1	-3	0.6	-1
CCCCN1CC(C(=O)NCc2ccc(C)cc2)CC1=O (stereo not drawn)	-1	-0.9	4	-4	6	8	7	0.0	4
O=C1/C(=C/c2cccnc2)SC(=NCc2ccccc2)N1Cc1ccccc1	7	2.3	1	-3	1	-16	1	0.0	1
COc1ccc(OC)c(NC(=O)C2CCCN(S(C)(=O)=O)C2)c1 (stereo not drawn)	6	0.1	-3	-2	-4	1	6	-0.2	-3
O=C(Nc1cccnc1Cl)c1cc(-c2ccccc2O)on1	-2	2.9	-3	13	-36	5	20	-0.1	14
CN(N=Nc1cccc([N+](=O)[O-])c1)c1ccccc1	2	0.2	2	3	23	-5	-16	-0.1	-6
O=C(N/N=C/C(Br)=C/c1ccccc1)c1cnccn1	6	-1.1	5	7	2	6	12	0.0	2
CCc1nnc(NC(=O)C2CCN(C(=O)NC3CCCCC3)CC2)s1	-1	-1.6	-2	0	23	-2	-9	0.0	-5
Cc1ccc2sc(N(CCCN(C)C)C(=O)c3ccc(Br)s3)nc2c1C	6	2.3	4	5	-70	-3	-4	0.9*	-2
CC1=C(C)CC(C(=O)NCc2cccc(Cl)c2)C(C(=O)O)C1 (stereo not drawn)	-5	2.4	2	0	13	-8	-1	0.2	2
CN1CCN(C(=O)/C=C/c2ccc(Cl)c(Cl)c2)CC1	-8	0.6	0	-1	11	11	-2	0.1	-1
CCC1(CC)N=C(c2ccccc2)C(=S)N1	2	0.4	4	1	5	-4	-18	0.2	-4
Cc1cc(C)c(CN2CCN(Cc3ccc(C)o3)C(CCO)C2)c(-n2cccn2)c1 (stereo not drawn)	3	-0.5	2	-4	19	8	1	0.0	1
CCCCn1c(N)c(N(CCC(C)C)C(=O)C2CCN(C(=O)c3ccccc3C)CC2)c(=O)[nH]c1=O	-3	-2.5	2	-4	22	3	6	-0.1	-2
CC(C)C(=O)Nc1ccc(NC(=O)c2cccc(F)c2)cn1	-8	4.6	-4	1	1	-4	-21	-0.1	-2
COc1cccc(NC(=S)/C(=C(\[O-])c2ccc([N+](=O)[O-])cc2)[n+]2ccccc2)c1	7	-0.5	2	-1	2	-13	5	0.1	1
Cc1cc(S(=O)(=O)NCCCN2CCOCC2)ccc1Br	x	0.0	x	-2	1	x	7	-0.2	x
CCCNC(=O)CCNC(=O)c1ccc(C(C)(C)C)cc1	0	0.9	-3	-5	0	5	16	0.3	-1
CCN(CC)C(=O)C1CC(=O)OC1(C)C (stereo not drawn)	-1	1.1	-4	-3	-5	2	11	0.1	1
O=C(/C=C/c1c(Cl)cccc1Cl)n1cccn1	6	0.5	1	-2	5	-12	-4	0.1	-3
COc1ccc(NC(=O)CCCn2c(=O)c3sccc3n(Cc3ccccc3)c2=O)cc1	-4	0.9	1	2	-4	6	5	-0.2	-1
Cn1c(=O)c(=O)n(C)c2cc(S(=O)(=O)NCCOc3ccccc3)ccc21	-1	1.2	0	0	1	9	-2	-0.3	-3
O=C1OC(c2ccccc2)=C/C1=C/N1CCCCC1	-11	-0.1	7	-3	8	-2	-4	0.0	3
O=C(NCCc1ccc(C(F)(F)F)cc1)C1CC(=O)N(Cc2ccccc2)C1 (stereo not drawn)	x	0.9	x	0	4	x	-12	0.0	x
CCOC(=O)c1nnn2c1nc(N1CCN(C)CC1)c1ccccc12	-1	-1.0	-4	-7	3	1	3	0.0	0
CC#CCN(CC#CC)S(=O)(=O)c1ccc(-n2cnnn2)c(OC)c1	-1	-0.9	5	1	13	3	-1	0.0	-5
CC(=O)c1ccc(S(=O)(=O)N2CCCC(N(C)CCc3ccccc3)C2)cc1 (stereo not drawn)	2	0.3	-1	-5	0	5	14	-0.1	0
Cn1c(=O)cc(Cl)[nH]c1=O	0	0.9	-1	-4	-4	4	8	0.1	-4
O=C(CCc1ccccc1)NCCc1ccc(F)cc1	-13	1.3	1	3	7	3	-3	-0.1	-6
CC1CCN(CC(O)COCCC23CC4CC(CC(C4)C2)C3)CC1 (stereo not drawn)	-4	1.6	1	0	-5	0	-4	-0.1	-4
CC(C)(C)NC(=O)CN(CCc1ccccc1)C(=O)c1csnn1	1	1.1	1	-3	-2	3	4	0.0	2
COC(=O)c1cc(S(=O)(=O)NCC2CCN(CCc3cccs3)CC2)c[nH]1	0	-0.5	-1	-1	-3	-1	4	0.0	2
CCC(C)[C@@H](C(=O)N1CCNCC1)n1cc(CCCCN)nn1 (stereo partly drawn)	-6	5.4	1	3	0	-7	-2	0.0	3
O=C(O)c1ccccc1SCc1cn2ccccc2n1	-1	-2.3	-1	-1	-2	11	-9	-0.1	0
Cc1ccc2nc(N3C(=O)C(O)=C(C(=O)c4ccc(C)o4)C3c3cccc(O)c3)sc2c1 (stereo not drawn)	11	1.7	1	25*	35	10	13	0.1	8
CC1=C(C(=O)OCC2CCCO2)C(c2ccc(C)cc2)C2=C(CC(C)(C)CC2=O)N1 (stereo not drawn)	0	-0.3	2	1	6	-1	1	-1.0	0
Oc1cccc(CCC2CCCCN2Cc2cn[nH]c2-c2ccc3c(c2)OCO3)c1 (stereo not drawn)	-3	4.3	-4	2	22	-5	2	0.0	1
CCOC(=O)C1=C(C)OC(N)=C(C(=O)OCC)C1c1cccnc1 (stereo not drawn)	-5	0.5	2	1	-5	-1	-2	0.0	-4
CN(C)c1ccc(C2C3C(=O)N(c4ccc(C(=O)O)cc4)C(=O)C3ON2c2ccccc2)cc1 (stereo not drawn)	-8	-5.7	7	-8	9	0	-13	0.0	4
O=C(O)C1Cc2[nH]cnc2C(c2cccc([N+](=O)[O-])c2)N1 (stereo not drawn)	6	-0.4	-3	9	-7	6	2	0.1	0
CCOC(=O)N1CCN(CCC(=O)c2ccc(Cl)cc2)CC1	-11	1.7	2	5	2	-1	-16	-0.1	2
CCCC(=O)Nc1ccccc1NC(=O)c1cc(OC)c(OC)c(OC)c1	2	-2.8	-2	-3	-11	9	8	0.0	0
Cc1ccc(N2C(=O)C3C4C=CC(CNC(=S)Nc5ccc(Cl)cc5)(O4)C3C2=O)cc1 (stereo not drawn)	2	2.0	4	2	1	15	6	-0.1	-4

Further compounds.
SMILES	core dimer inh	PP5 primary	CTSL1 counter	PP1 inh	PREPL inhibitor	EBNA-1 inhibitor	ZTA counter	Efflux pump inh	TPT1 inhibitor
CCC(=O)Nc1cc(=O)[nH]c2nc(-c3ccc(Cl)cc3)nn12	1	-1.9	3	-1	27	-2	11	-0.2	-1
COc1cccc(CNC(=O)c2nnn(CC(=O)Nc3c(C)cccc3C)c2N)c1	3	0.7	-3	-5	-6	7	6	0.4	1
O=C(NCCc1ccccc1)C1CCN(S(=O)(=O)c2ccc(Br)s2)CC1	-2	2.5	-1	-1	-38	-3	-5	-0.2	3
CCN(CC(=O)Nc1ccccc1C(F)(F)F)C(=O)Cc1sc(C)nc1-c1ccc(F)cc1	-3	1.1	-4	-3	6	2	-18	-0.1	2
COc1ccc(C2(CNC(=O)/C=C/c3ccco3)CCCC2)cc1OC	23	1.2	8	0	7	-5	4	-0.1	9
COc1ccc(CCC(=O)Nc2cccc(S(=O)(=O)N3CCCCCC3)c2)cc1OC	x	2.1	x	1	10	x	-21	0.1	x
CCc1ccc(CC(=S)N2CCOCC2)cc1	-12	4.3	-2	-3	10	5	-15	-0.1	-1
CCOC(=O)CSc1nc(C)cc(C)c1C#N	-6	-0.9	2	3	7	13	9	0.0	0

This is a subset. The share of hits here may be higher or lower than overall.
